BoNT A protease = BoNT A light chain protease inhibition; inhibition, % at 10 µM; multiplex microsphere protease substrate cleavage, flow cytometry; 360,000 compounds, 0.17% hits; note: plate controls were buffer without enzyme for full effect and enzyme alone for no effect
BoNT F protease = blocks Botulinum neurotoxin F light chain protease. 360,000 compounds, 0.22% hits. Multiplex microsphere protease cleavage assay, flow cytometry. inhibition, % at 10 µM; in the data active = inhibition above about 35%, passing the limit was not always enough; inconclusive = no clear call, values can overlap the other calls; note: plate controls were buffer without enzyme for full effect and enzyme alone for no effect
PrPC TRFRET = reduces human prion protein on the cell surface; cell surface PrPC, TR-FRET read-out; inhibition, % at 13.8 µM; 370,000 compounds, 0.43% hits; in the data active = inhibition above about 24%; note: 0% = median of the test wells and 100% = reference compound wells
SARS 3CLpro inh = SARS-CoV 3CLpro protease inhibition; P0C6X7; recombinant SARS-CoV 3CLpro, quenched FRET peptide cleavage; inhibition, % at 6 µM; 290,000 compounds, 0.14% hits; AID 1706; in the data active = inhibition above about 12%
Rv3671c protease = Rv3671c (M. tuberculosis) protease inhibition | inhibition, % at 5.96 µM | 320,000 compounds, 0.048% hits | P9WHR9; in the data active = inhibition above about 38%;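 note: extracellular domain of Rv3671c used as enzyme; 0% = enzyme with DMSO and 100% = no enzyme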
Target sequence (P9WHR9 whole entry, looked up, the tested form may be a part): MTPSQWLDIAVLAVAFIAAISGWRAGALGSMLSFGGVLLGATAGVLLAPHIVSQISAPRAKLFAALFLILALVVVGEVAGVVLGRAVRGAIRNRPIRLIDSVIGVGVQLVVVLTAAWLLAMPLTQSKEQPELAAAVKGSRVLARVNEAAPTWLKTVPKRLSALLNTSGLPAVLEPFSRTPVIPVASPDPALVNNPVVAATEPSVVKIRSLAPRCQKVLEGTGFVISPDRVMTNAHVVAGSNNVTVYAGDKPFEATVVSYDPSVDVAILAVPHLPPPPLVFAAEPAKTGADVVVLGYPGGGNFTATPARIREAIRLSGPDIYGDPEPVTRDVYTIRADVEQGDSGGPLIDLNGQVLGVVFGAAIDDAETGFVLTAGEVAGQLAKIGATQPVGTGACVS
CCHF vOTU inh = CCHFV vOTU protease inhibition. Pep-AMC fluorescence. inhibition, % at 11.5 µM. 370,000 compounds, 0.55% hits. AID 651958; in the data active = inhibition above about 30%; note: 0% = vehicle wells with enzyme and 100% = no enzyme wells
VHR inh abs = blocks human VHR1 dual specificity phosphatase. recombinant VHR phosphatase, pNPP absorbance. inhibition, % at 13.3 µM. 290,000 compounds, 0.52% hits; in the data active = inhibition above about 50%; note: some compounds called inactive have numbers as strong as hits
Target sequence (P51452 whole entry, looked up): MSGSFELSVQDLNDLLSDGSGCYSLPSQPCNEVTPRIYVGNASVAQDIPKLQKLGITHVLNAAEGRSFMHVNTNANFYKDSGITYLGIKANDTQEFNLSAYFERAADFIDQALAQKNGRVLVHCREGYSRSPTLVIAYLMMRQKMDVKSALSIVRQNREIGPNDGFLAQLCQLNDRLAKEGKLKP
Anthrax LF prot = anthrax lethal factor protease inhibition; P15917; multiplex microsphere protease cleavage assay, LF; inhibition, % at 10 µM; 360,000 compounds, 0.12% hits; note: plate controls were buffer without enzyme for full effect and enzyme alone for no effect
MazEF act = activators of E. coli MazEF toxin-antitoxin RNase. P0AE70. FAM/BHQ RNA-DNA oligo cleavage fluorescence, 5 h. activation, % at 20 µM. 350,000 compounds, 0.32% hits. AID 504720; in the data active = activation above about 50%
Target sequence (P0AE70 whole entry, looked up): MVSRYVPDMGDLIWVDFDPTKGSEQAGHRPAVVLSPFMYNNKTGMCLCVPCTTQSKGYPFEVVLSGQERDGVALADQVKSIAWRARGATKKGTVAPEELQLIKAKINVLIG
SSB-PriA inh = inhibitors of Klebsiella pneumoniae PriA binding to SSB C-terminal tail; AlphaScreen SSBct-PriA binding, biotinylated peptide; AID 1272365; inhibition, % at 33 µM; 430,000 compounds, 0.6% hits; in the data active = inhibition mostly above about 37%, no sharp cut-off; inactive = mostly below about 20%;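 note: plate controls were negative control peptide for no effect and reference peptide for full effect; strong numbers were not always called active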
An asterisk follows results filed as active; i = inactive; ? = inconclusive; · = no result given. Cut-off read from the data, not from the text of the source, unless noted: active = inhibition above about 30%; inconclusive = no clear call, values can overlap the other calls; inactive = below that. Only part of the results is shown (hit frequency here may not be typical).

entry	Compound	BoNT A protease	BoNT F protease	PrPC TRFRET	SARS 3CLpro inh	Rv3671c protease
1	COc1cc(-n2cnnn2)ccc1S(=O)(=O)N1CCOCC1	?	-1.8	1.0	5.0	-10.0
2	CCCCCC(=O)Nc1cccc(C2=NOC3(C2)C[C@@H](C(N)=O)N(C(=O)CC(c2ccccc2)c2ccccc2)C3)c1 (some centres undefined)	-0.5	-11.4	-1.7	·	-29.4
3	O=C(OCc1cccc(F)c1)c1cc2ccccc2cc1O	4.2	?	-1.4	1.9	-8.1
4	CCOC(=O)c1ccccc1NC(=O)CN1C(=O)NC(C)(CCc2ccccc2)C1=O (centres undefined)	3.7	7.4	0.9	·	-13.7
5	CCOC(=O)C1CCN(C(=O)CSc2nc3ncccc3[nH]2)CC1	1.1	3.7	8.5	-4.9	3.5
6	N#C/C(=C\c1ccc(C#N)cc1)C(=O)N1CCCC1	-0.7	-1.5	·	-5.5	-1.6
7	CSCC[C@H](NC(=O)c1ccc(Cl)c([N+](=O)[O-])c1)c1nc2ccccc2[nH]1	-13.0	-58.5	-14.7	2.1	-3.6
8	CC(=O)N1CCC(=NNc2ccnc3cc(Cl)ccc23)CC1	1.3	-11.5	-1.5	3.4	7.5
9	O=C(N/N=C/c1c(O)ccc2ccccc12)c1cccc(C(F)(F)F)c1	13.7	0.4	-3.1	2.6	-30.3
10	COc1ccc(N2CCN(C(=O)CCNS(=O)(=O)c3ccc(C)cc3)CC2)cc1	-0.7	-2.1	-4.9	4.3	3.1
11	O=C1C2C3CCC(C3)C2C(=O)N1Cc1ccco1 (centres undefined)	-0.8	-0.9	-1.0	1.3	1.7
12	CCCNC(=O)C1(C)CCCN(C(=O)c2ccc3snnc3c2)C1 (centres undefined)	-0.3	-7.1	4.8	·	·

entry	CCHF vOTU inh	VHR inh abs	Anthrax LF prot	MazEF act	SSB-PriA inh
1	4.4	1.5	0.6	-1.8	2.8
2	5.8	22.5	-4.6	0.6	0.6
3	8.6	1.7	22.6	-2.2	-15.8
4	10.1	·	-4.4	3.9	-2.0
5	-1.0	-25.6	-1.6	3.3	-10.2
6	·	17.4	-3.2	·	·
7	2.3	4.0	-36.2	15.4	23.6
8	-7.5	18.1	-2.0	2.1	16.7
9	8.1	8.1	1.2	75.3*	·
10	2.8	0.3	-4.2	-1.6	10.9
11	-18.2	-7.0	-1.1	4.5	-9.4
12	15.9	·	1.5	·	·

Excerpt: nos. 8–12
entry	Compound	BoNT A protease	BoNT F protease	PrPC TRFRET	SARS 3CLpro inh	Rv3671c protease
8	CC(=O)N1CCC(=NNc2ccnc3cc(Cl)ccc23)CC1	1.3	-11.5	-1.5	3.4	7.5
9	O=C(N/N=C/c1c(O)ccc2ccccc12)c1cccc(C(F)(F)F)c1	13.7	0.4	-3.1	2.6	-30.3
10	COc1ccc(N2CCN(C(=O)CCNS(=O)(=O)c3ccc(C)cc3)CC2)cc1	-0.7	-2.1	-4.9	4.3	3.1
11	O=C1C2C3CCC(C3)C2C(=O)N1Cc1ccco1 (centres undefined)	-0.8	-0.9	-1.0	1.3	1.7
12	CCCNC(=O)C1(C)CCCN(C(=O)c2ccc3snnc3c2)C1 (centres undefined)	-0.3	-7.1	4.8	·	·

entry	CCHF vOTU inh	VHR inh abs	Anthrax LF prot	MazEF act	SSB-PriA inh
8	-7.5	18.1	-2.0	2.1	16.7
9	8.1	8.1	1.2	75.3*	·
10	2.8	0.3	-4.2	-1.6	10.9
11	-18.2	-7.0	-1.1	4.5	-9.4
12	15.9	·	1.5	·	·

Later entries
entry	Compound	BoNT A protease	BoNT F protease	PrPC TRFRET	SARS 3CLpro inh	Rv3671c protease
13	COCCCN=Cc1c(C)[nH]n(-c2ccc(Br)c(C)c2)c1=O	0.2	0.3	5.6	1.6	6.0
14	O=C(CP(=O)(c1ccccc1)c1ccccc1)Nc1cccc(CP(=O)(c2ccccc2)c2ccccc2)c1	-0.1	-4.9	-6.6	-2.9	1.2
15	C#CCOCCOCCOCCNc1nc(N2CCN(C(=O)Cn3cc(CCCCN)nn3)CC2)nc(N2CCN(C(=O)Cn3cc(CC(C)O)nn3)CC2)n1 (centres undefined)	-0.7	0.7	-2.7	-0.6	-0.3
16	Cc1csc(NC(=O)CCC(=O)N(CC(=O)NC2CCCCC2)c2ccccc2)n1	-0.7	-16.0	1.5	1.3	1.8
17	CNC[C@@H]1Oc2ccc(NC(=O)Nc3c(C)noc3C)cc2CC(=O)N([C@H](C)CO)C[C@H]1C	0.0	3.4	·	·	0.4
18	Cn1c(=O)c2c(nc(NNC(=O)C(F)(F)F)n2C)n(C)c1=O	-1.2	-4.7	-3.4	-3.5	-1.5
19	COc1ccc(CC2(CCc3ccncc3)C(=O)NC(=O)NC2=O)cc1OC	0.3	2.0	-7.8	-0.5	-6.0
20	Cc1ccc(C)c(N(C)S(=O)(=O)c2ccc3[nH]cc(C(=O)NCCN4CCOCC4)c(=O)c3c2)c1	0.0	5.2	2.1	-1.3	-8.3
21	CC(Oc1ccc2c(-c3ccccc3)cc(=O)oc2c1)C(=O)NCc1ccccn1 (centres undefined)	0.3	-6.6	-4.8	-2.4	0.9
22	COc1ccc(CC(=O)Nc2ccc(-c3nnc(-c4ccccc4)o3)cc2)cc1OC	0.1	8.4	·	-1.7	8.5
23	O=S(=O)(Nc1ccc2c(c1)oc1ccccc12)N1CCCC1	-1.1	-7.8	2.0	6.9	-6.8
24	C/C(N)=C(/C#N)C(=O)COC(=O)c1cc(-c2ccc(C)cc2)nc2ccccc12	0.6	-2.9	5.6	5.1	-91.6

entry	CCHF vOTU inh	VHR inh abs	Anthrax LF prot	MazEF act	SSB-PriA inh
13	0.8	-8.0	-0.9	1.5	-17.2
14	-5.2	12.8	-7.2	7.0	-9.7
15	4.1	11.4	3.3	-1.4	-8.9
16	3.9	11.3	-5.9	-1.9	-0.5
17	·	·	-6.9	-0.6	5.6
18	-3.9	4.5	-2.6	-1.5	-1.4
19	3.2	23.4	-0.3	0.0	-13.4
20	10.4	-2.5	-0.3	0.2	-9.7
21	2.0	32.8	-0.9	-8.2	-8.8
22	·	-2.0	-2.5	16.5	-18.3
23	17.0	9.5	2.6	4.9	-6.7
24	-0.6	-2.5	-1.5	6.3	-7.9

(cont.)
entry	Compound	BoNT A protease	BoNT F protease	PrPC TRFRET	SARS 3CLpro inh	Rv3671c protease
25	COc1cccc(C(=O)NCCCNC(=O)c2cccc(OC)c2)c1	-1.6	-6.4	-9.3	-4.9	-3.0
26	CCc1cccc(C)c1NC(=O)COC(=O)Cn1c(C)csc1=O	2.6	?	-1.4	·	-4.0
27	CCn1c(C)nc2cc(C(=O)N/N=C(\C)c3ccc(N4CCOCC4)cc3)ccc21	-1.0	0.5	-3.1	1.8	-1.8
28	N/C(=N\OC(=O)c1ccco1)c1ccc(Cl)cc1	0.0	1.1	-7.6	-4.8	-4.2
29	CSC1=NC(C(Cl)(Cl)Cl)N=C(c2ccc(C)cc2)N1 (centres undefined)	-0.1	-5.3	10.0	1.0	2.7
30	COc1ccc(OC2C(=O)N(Cc3ccc(F)cc3)C2c2ccc(OC)c(OC)c2)cc1 (centres undefined)	-0.2	-6.4	2.2	-0.7	-1.8
31	CCOC(=O)N1CCC(N(CCN(C)C)C(=S)Nc2cc(Cl)ccc2C)CC1	-0.7	-0.5	-0.1	1.6	4.6
32	O=C(Cn1cc([N+](=O)[O-])cn1)NCc1ccccc1	-1.4	-1.3	-3.5	6.1	-5.7
33	COc1ccccc1NC(=O)CSc1nnc(Cn2cnc3ccccc32)o1	1.2	-0.6	-5.8	1.1	-7.2
34	CCOC(=O)N1CCN(C(=O)c2ccc3ccccc3c2)CC1	-1.7	?	9.1	5.3	1.8
35	O=C(Nc1ccc(Cl)cn1)c1ccc(-c2ccc(Cl)c(Cl)c2)o1	-0.7	5.4	4.0	2.1	-7.4
36	O=C(Nc1nc2cc3c(cc2s1)OCO3)C1CC1	-0.1	-5.2	3.7	3.2	3.5

entry	CCHF vOTU inh	VHR inh abs	Anthrax LF prot	MazEF act	SSB-PriA inh
25	-8.2	17.9	29.5	9.2	-3.3
26	-10.7	·	-4.6	0.6	9.9
27	9.6	13.1	3.2	4.2	·
28	-2.9	10.3	-1.8	0.6	·
29	11.9	1.8	-1.4	3.6	-0.8
30	2.4	13.2	0.1	-3.5	3.4
31	-5.5	23.3	2.3	6.9	-8.6
32	-9.5	-12.0	-3.1	5.2	-3.2
33	4.7	21.7	-1.4	2.5	-10.1
34	2.8	-11.2	-6.7	12.3	-7.1
35	24.7	·	-5.9	-2.0	-19.9
36	-4.1	25.0	-7.6	-1.6	-6.5

More compounds.
entry	Compound	BoNT A protease	BoNT F protease	PrPC TRFRET	SARS 3CLpro inh	Rv3671c protease
37	O=C(CC1SCCNC1=O)Nc1cc(Cl)cc(Cl)c1 (centres undefined)	-0.7	-9.5	-4.2	-1.2	1.1
38	O=C(CSc1ccc(-c2cccnc2)nn1)N1CCCCCC1	-0.4	-7.5	5.3	-2.3	-1.7
39	O=S(=O)(Cc1ccccc1)N1CCCCC1	1.2	-7.6	0.4	5.2	-3.4
40	COc1ccc(CN2C(=O)c3ccccc3C(/C=N\OCc3ccc(F)cc3)C2=O)cc1 (centres undefined)	-0.4	-6.9	-1.8	-3.5	-8.3
41	COc1ccc2c(c1)OC[C@H]1[C@H]2N2C(=O)c3cc(Cl)ccc3NC(=O)[C@@]2(C)[C@H]1c1ccccc1	-0.1	-2.0	·	·	-100.0
42	COC(=O)Nc1ccc(S(=O)(=O)Nc2cc(C(F)(F)F)c[nH]c2=O)cc1	2.1	-5.3	-0.4	1.5	-7.0
43	COc1ccccc1-c1noc(CCC(=O)Nc2ccccc2Cl)n1	-0.7	1.5	-4.2	4.5	0.2
44	COC(=O)Cn1ncn2cccc2c1=O	0.2	1.3	-10.2	3.7	2.3
45	Nc1ccccc1CNc1nc(NCCO)nc2c1ncn2CCN1CCOCC1	-1.2	-14.0	-1.3	·	4.7
46	COc1ccc(C(=O)N(c2c(C)cccc2C)C(COC(C)=O)COC(C)=O)cc1	-0.4	-2.5	-4.0	·	·
47	Clc1ccc2nc(-c3ccccc3)c(CN3CCOCC3)n2c1	-0.3	-2.2	-2.3	3.0	-0.6
48	O=C(COc1ccc(Cl)cc1Cl)N/N=C/c1ccc(OC2OC(CO)C(O)C(O)C2O)cc1 (centres undefined)	1.4	4.4	-0.8	0.6	-3.9

entry	CCHF vOTU inh	VHR inh abs	Anthrax LF prot	MazEF act	SSB-PriA inh
37	8.1	6.4	-2.0	3.0	0.3
38	12.8	10.8	-3.8	2.9	-1.1
39	-1.3	-3.8	-6.2	6.2	-6.6
40	-0.4	12.8	-2.0	-7.7	·
41	·	·	-3.7	-0.1	8.9
42	7.3	-2.7	11.4	10.1	-1.7
43	-8.1	20.3	-1.2	2.5	-4.3
44	14.6	-2.3	5.6	4.2	3.0
45	-4.4	15.2	-4.9	2.5	2.3
46	2.5	·	-1.1	·	·
47	-3.0	28.5	3.8	2.7	1.1
48	-7.5	33.5	2.6	2.6	i

Continuation.
entry	Compound	BoNT A protease	BoNT F protease	PrPC TRFRET	SARS 3CLpro inh	Rv3671c protease
49	Clc1ccc(C(c2nnnn2C2CCCCC2)N(Cc2cccnc2)Cc2ccco2)cc1 (centres undefined)	-0.3	-4.5	-3.4	2.0	·
50	Nc1[nH]ncc1S(=O)(=O)c1ccccc1	-2.2	-5.0	0.5	-0.2	2.3
51	O=C(c1ccc(S(=O)(=O)Nc2ccccc2)cc1)N1CCC1	-3.0	-6.1	7.0	·	-5.3
52	CCOC(=O)NC(Nc1ccc(S(N)(=O)=O)cc1)(C(=O)OCC)C(F)(F)F (centres undefined)	-2.1	-43.9	-5.8	-7.8	5.4
53	CCN(CC)C(=S)SCC(=O)Nc1nc(=O)c2ccccc2s1	0.3	1.1	5.5	9.9	2.7

entry	CCHF vOTU inh	VHR inh abs	Anthrax LF prot	MazEF act	SSB-PriA inh
49	7.0	13.2	-3.9	-3.9	-14.7
50	19.0	23.3	12.8	-4.8	8.9
51	5.8	·	13.9	-0.2	-13.4
52	13.5	-1.0	3.9	5.2	-8.6
53	2.3	-2.7	0.5	-17.7	-4.8
